Source: PubChem (National Center for Advancing Translational Sciences (NCATS))
TDP1 block: TDP1 (human) enzyme inhibition | Q9NUW8 | recombinant TDP1, AlphaScreen DNA substrate cleavage | Potency, µM (series often up to 130 µM), without a hit: at the top dose activity change, negative = inhibition, most hits filed as inhibitors | 350,000 compounds, 0.28% hits | AID 485290; also: nearly all actives have a fitted effect of over 40% in size
Target sequence (Q9NUW8 whole entry, looked up): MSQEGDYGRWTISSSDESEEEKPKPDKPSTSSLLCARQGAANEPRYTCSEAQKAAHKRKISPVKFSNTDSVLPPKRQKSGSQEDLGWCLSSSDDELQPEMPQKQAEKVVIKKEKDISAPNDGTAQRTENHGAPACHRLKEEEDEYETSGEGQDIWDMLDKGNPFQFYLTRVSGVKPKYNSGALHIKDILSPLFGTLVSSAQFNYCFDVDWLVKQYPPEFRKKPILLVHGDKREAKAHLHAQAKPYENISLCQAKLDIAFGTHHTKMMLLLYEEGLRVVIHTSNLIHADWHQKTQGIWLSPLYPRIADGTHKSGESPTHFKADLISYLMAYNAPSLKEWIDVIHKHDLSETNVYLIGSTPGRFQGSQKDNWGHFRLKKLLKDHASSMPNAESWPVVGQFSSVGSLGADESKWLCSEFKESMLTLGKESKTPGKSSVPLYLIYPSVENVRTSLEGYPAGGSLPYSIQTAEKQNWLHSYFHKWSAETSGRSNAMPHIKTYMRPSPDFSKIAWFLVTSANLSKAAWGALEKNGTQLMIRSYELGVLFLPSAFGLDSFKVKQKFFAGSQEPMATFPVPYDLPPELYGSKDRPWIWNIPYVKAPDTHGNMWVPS
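E. coli-derived human Tdp1, 1 nM final. Cpd preinc 15 min RT; substrate 15 nM final, 5 min RT; AS bead mix 10 ug/ml final, 10 min RT. Signal loss = tyrosine-FITC cleavage. No-enzyme wells = max signal.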
TDP1 cell noCPT: qHTS for Inhibitors of human tyrosyl-DNA phosphodiesterase 1 (TDP1): qHTS in cells in absence of CPT. DT40 Tdp1-/- hTDP1 cells, no CPT, ATP luminescence, 48 h. Potency, µM (highest dose often 46.2 µM), for inactives: top-dose activity change, negative = growth inhibition, hits mostly inhibitors. 420,000 compounds, 15% hits. AID 686978, 2013; also: nearly all actives have a fitted effect of over 55% in size
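Camptothecin absent (DMSO only). Human TDP1-complemented DT40 knockout cells, 400 cells/well, 37 °C for minimum 48 hr; ATP measured via CellTiter-Glo, 30 min dark incubation, luminescence.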
DT40 TDP1 CPT: DT40-hTDP1 cell growth loss with CPT; chicken DT40 Tdp1-/-;hTDP1 cells + 20 nM CPT, ATP luminescence, 48 h; 420,000 compounds, 12% hits; AID 686979; Potency, µM (doses to about 46.2 µM), for the others: at the highest dose activity change, negative = growth inhibition, most hits filed as inhibitors; also: nearly all actives have a fitted effect of over 55% in size
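Cell growth measured by CellTiter-Glo luminescence after a minimum 48 h, 37 C compound exposure with 20 nM CPT in Tdp1-knockout DT40 cells stably expressing hTDP1, seeded 400/well; qHTS titration format.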
Numbers without * were called inactive; ? = inconclusive; / = no result given; & = joins results of further samples; [ ] = dose if it differs, or a comment. Calls follow the shape of the dose curve; as a rule, active = well fitted curve in the direction sought with a large enough effect; inconclusive = small, poorly fitted or top-dose-only effect, or another doubt; inactive = no such curve, though single readings can be large; an effect the other way counts as inactive or inconclusive. % is scaled to controls: 0 for no effect and ±100 for the full control effect; potency is read from the fitted curve at half-maximal effect.

Results follow in this order: TDP1 block, TDP1 cell noCPT, DT40 TDP1 CPT
> COc1ccc(C(=O)Oc2ccc(N(C)S(=O)(=O)c3ccccc3)cc2)cc1[N+](=O)[O-]
 : 2%, -18%, -18%
> O=c1c(N2CCOCC2)c(N2CCOCC2)c1=O
 : 5%, -4%, -6%
> O=C1CCN(Cc2ccc(Cl)cc2)N1
 : /, -11%, -4%
> CCN(CC)c1ccc(C(=O)OCC(=O)N2CCCC2)cc1
 : 3%, -14%, -3%
> COCCCNC(=S)N1CCC(C(=O)c2ccc3c(c2)OCCO3)CC1
 : 2%, -26%, ?
> CCCc1cc(=O)oc2cc(C)cc(OCC(=O)NCC(O)c3ccccc3)c12 (stereo not given)
 : 0%, -26%, ?
> Cc1ccccc1Nc1c(-c2ccc(N3CCOCC3)cc2)nc2cnccn12
 : 6%, ?, -19%
> O=C(NCCN1CCOCC1)c1cc(Br)ccc1Cl
 : 0%, -40%, -1%
> O=C(O)C1(NS(=O)(=O)c2ccc(F)c(Cl)c2)CCCCC1
 : 1%, 0%, 6%
> O=c1cc(-c2ccccc2)n2c(SCc3ccc(Br)cc3)nnc2[nH]1
 : 3%, -9%, -14%
> Cc1ccc(C(=O)NNC(=O)c2ccncc2)cc1S(=O)(=O)N1CCCCC1
 : /, -17%, -15%
> O=C(c1ccncc1)N1CCCC(N2CCN(c3ccc(F)cc3)CC2)C1 (stereo not given)
 : 4%, -8%, -14%
> Cc1ccccc1-n1c(=O)c(C#N)cc2c(=O)n3ccccc3nc21
 : 0%, 19%, 3%
> CCOc1ccccc1NC(=O)C1CCCN1C(=O)OCc1ccccc1 (stereo not given)
 : 5%, ?, ?
> Cc1nnc2sc(-c3ccco3)nn12
 : 3%, 4%, -11%
> O=C(Nc1c2c(nn1-c1ccc(F)cc1)CS(=O)C2)c1ccc(S(=O)(=O)N2CCOCC2)cc1 (stereo not given)
 : 1%, 4%, 7%
> COC(=O)CC1C2(C)CC34OC5(C)O[C@@]6(C7/C(=C(/OC)C(C)C)C(=O)OC(c8ccoc8)[C@@]7(C)C(OC(=O)C(C)C)C(OC)[C@]6(O5)[C@@]13C)C(OC)[C@]4(OC)C2OC(C)=O (stereo not given in full)
 : -8%[56.1 µM], 13µM*, 8.2µM*
> Cc1nnc(SCC(=O)N2CCN(c3cccc(Cl)c3)CC2)n1C1CC1
 : 2%, 1%, -23%
> Cc1cc(C)nc(N/N=C/c2ccccc2Cl)n1
 : /, -25%, -26%
> Cn1c(=NC(=O)C(C)(C)C)sc2cccc(F)c21
 : 0%, ?, ?
> Cc1ccccc1NC(=O)Nc1nc2ccc(S(C)(=O)=O)cc2s1
 : 3%, -16%, 10%
> Cn1c(-c2cccc([N+](=O)[O-])c2)cnc1NCc1ccc(C#N)cc1
 : 7%, ?, ?
> CNc1nc(NCc2ccc(C)cc2C)c2sccc2n1
 : /, 6.5µM*, 18µM*
> O=C1[C@@H]2[C@@H]3C[C@@H]([C@H]4ON=C(c5ccc(Cl)cc5)[C@@H]34)[C@@H]2C(=O)N1C1CCCCC1
 : 0%, 9.2µM*, 16µM*
> CCOC(=O)C1CCN(C(=O)CCC(=O)NNc2nc3ccccc3c3nc(C)nn23)CC1
 : 2%, -1%, 2%
> COc1cc(/C=C2\NC(=S)N(C)C2=O)ccc1O
 : 3%, -26%, -5%
> CCCCNC(=O)Nc1c(C)cc(SC#N)cc1C
 : 1%, 8.2µM*, 18µM*
> CC1CCN(CCNC(=O)c2ccc(NC(=O)C3CCCO3)cc2)CC1 (stereo not given)
 : 8%, -11%, -9%
> Cc1cc(C(=O)OCC(=O)Nc2cccc(S(=O)(=O)N(C)C)c2)c2ccccc2n1
 : -1%, ?, -21%
> CC1(C)CC(CCNS(=O)(=O)c2ccccc2)(c2ccccc2)CCO1 (stereo not given)
 : 5%, ?, ?
> COc1ccccc1CNC(=O)Nc1ccc2c(c1)N(C)C(=O)c1ccccc1S2
 : 6%, ?, ?
> CSCCC(NC(=O)c1cc([N+](=O)[O-])cc([N+](=O)[O-])c1)c1nc2ccccc2[nH]1 (stereo not given)
 : 0%, 16µM*, ?
> C=CCOC(=O)C(C#N)c1nc2ccccc2nc1N1CCN(Cc2ccccc2)CC1 (stereo not given)
 : 7%, 23µM*, ?
> CCOC(=O)C1CCN(C(=O)CCCn2nc(C)c3c(C)n(-c4ccc(C)cc4)nc3c2=O)CC1
 : 3%, -17%, ?
> C=CCn1c(O)c(N=Nc2nc3ccccc3c(=O)n2-c2ccccc2)c2ccccc21
 : 0%, 12µM*, -30%
> CCc1ccc(NC(=O)Cn2c(=O)n(CCCC(=O)NCCc3ccc(OC)c(OC)c3)c(=O)c3ccccc32)cc1
 : -3%, ?, ?
> COc1ccc(S(=O)(=O)N2CCOCC2)cc1NC(=O)COC(=O)c1ccc(C)s1
 : 6%, -13%, -1%
> Cc1cc(C)n2c(SCC(=O)N(C)C3CCCCC3)nnc2n1
 : -5%, 0%, -22%
> COc1ccccc1C(=Cc1ccc([N+](=O)[O-])cc1)C(=O)O
 : /, 6%, 4%
> C[C@H]1CN([C@@H](C)CO)C(=O)CCCn2nncc2CO[C@@H]1CN(C)S(=O)(=O)c1ccc(-c2ccccc2)cc1
 : /, -7%, 10%
> CCOC(=O)C1=C(C)S/C(=C\N(C)C)C1=O
 : -5%, 3%, 5%
> COc1ccc(-c2oc3c(c2C#CCCCCO)C(OCCO)CC3)cc1 (stereo not given)
 : /, ?, ?
> CCSC1=C(C#N)C(c2ccccc2OC)CC(=O)N1 (stereo not given)
 : 3%, -23%, ?
> C=CCn1c(C23CC4CC(CC(C4)C2)C3)n[nH]c1=S
 : /, ?, -28%
> Oc1c(C=Nc2ccccc2)sc2ccccc12
 : 0%, -2%, -9%
> CC[C@@H](NC(=O)[C@H](Cc1ccccc1)NC(=O)CC[C@H]1O[C@@H](n2ccc(=O)[nH]c2=O)[C@H](O)[C@@H]1O)c1ccccc1
 : /, -10%, 1%
> CCOC(=O)C1CCN(S(=O)(=O)c2ccc(NC(C)=O)c(Cl)c2)CC1
 : 0%, -26%, 24%
> COc1ccc(C2CC(O)(c3ccccc3)Oc3c(C)ccc(C)c32)cc1 (stereo not given)
 : 10%&1%, ?, ?
> O=C(CSCc1cccc(CSCC(=O)Nc2ccc3ccccc3c2)n1)Nc1ccc2ccccc2c1
 : 5%, 15µM*, ?
> COc1ccc(Cc2nnc(NC(=O)C3CC(=O)N(c4ccccc4C)C3)s2)cc1OC (stereo not given)
 : -2%, -10%, -13%

Complete entries as entered above.
CCSC1=C(C#N)C(c2ccccc2OC)CC(=O)N1 (stereo not given) is entered as TDP1 block: 3%; TDP1 cell noCPT: -23%; DT40 TDP1 CPT: ?
Oc1c(C=Nc2ccccc2)sc2ccccc12 is entered as TDP1 block: 0%; TDP1 cell noCPT: -2%; DT40 TDP1 CPT: -9%

Further compounds follow:
Results follow in this order: TDP1 block, TDP1 cell noCPT, DT40 TDP1 CPT
> COc1ccc(S(=O)(=O)NCC(c2ccc(C)cc2)N2CCN(C)CC2)cc1 (stereo not given)
 : 0%, ?, -20%
> O=C(O)CN1CCN(Cc2ccccc2Cl)C1=O
 : -2%, 6%, -2%
> CCOC(=O)c1c(NC(=O)COc2c(C)cc(Cl)cc2Cl)sc2c1CCCC2
 : -4%[12.3 µM], -24%, -23%
> Cc1cc(C)n(CCNC(=O)CC2C(=O)NCCN2CC2CCCCC2)n1 (stereo not given)
 : 4%, 13%, 13%
> Cc1[nH]nc(SCC(=O)N(C)c2ccccc2)c1[N+](=O)[O-]
 : 8%, 11%, 2%
> Cc1ccc2ccc3cccnc3c2n1
 : /, 1µM*, 0.92µM*
> Cc1nc2ccn(Cc3cccs3)c(=O)c2cc1C(=O)NCc1ccc(Cl)cc1
 : 1%, 16µM*, ?
> NNC(=O)c1sc(-c2ccccc2)cc1N
 : -1%, ?, ?
> Cc1cc(C)c2c3c(cn2n1)c(=O)n(C)c(=O)n3C
 : /, 1%, -6%
> CCC(Oc1ccccc1)C(=O)Nc1nnc(S(=O)(=O)N2CCCC2)s1 (stereo not given)
 : 5%, -12%&2%, -5%&-28%
> O=C1C2CCCN2C(=S)N1Cc1ccccc1 (stereo not given)
 : 0%, 3%, 4%
> COc1ccc(CN2C(=O)c3oc4ccccc4c(=O)c3C2c2ccc(O)cc2)cc1 (stereo not given)
 : 2%, -20%, 16%
> O=C(COC(=O)Cc1ccc(S(=O)(=O)N2CCOCC2)s1)NCCc1ccccc1
 : -14%, 1%, 0%
> NS(=O)(=O)c1ccc(CCNC(=O)CSc2nc3c(sc(=S)n3-c3ccccc3)c(=O)[nH]2)cc1
 : /, -14%, -9%
> CCOC(=O)[C@]12CCC=C1N(Cc1ccco1)C(=O)[C@H](CC(=O)N1CCSCC1)C2
 : /, -11%, -28%
> Cc1ccc(C)c(OCc2cc(C(=O)N3CCNC(=O)C3)no2)c1
 : 6%, 10%, 7%
> CCOC(=O)C1CCN(c2ncnc3c2nnn3C)CC1
 : -8%, -14%, -9%
> CCN(CC)S(=O)(=O)c1ccc(Cl)c(NC2=NCCCCC2)c1
 : -5%, -36%, -8%
> COC(=O)c1cc(NCc2ccc3c(c2)OCO3)ccc1N1CCOCC1
 : 10%, -21%, -11%
> CCCn1c(N)c(C(=O)COC(=O)CCNS(=O)(=O)c2ccccc2F)c(=O)[nH]c1=O
 : /, ?, 3%
> COc1ccc(OCCCC(=O)Nc2nc(C)c(C(C)=O)s2)cc1
 : 1%, -6%, -3%
> CCOc1ccc(NC(=O)CSc2nccn2C2CCCC2)cc1
 : 7%, ?, -6%
> CC(C)(CN1CCN(C(c2ccccc2)c2ccccc2)CC1)NS(=O)(=O)c1ccccc1
 : 2%, 16µM*, 23µM*
> Cn1c(CC(=O)Nc2ccc(F)cc2)c(Sc2ccccc2)c2ccccc21
 : -1%, -16%, ?
> COc1ccc(C(=O)N/C(=C\c2cn(S(=O)(=O)N(C)C)c3ccccc23)C(=O)NCCN2CCOCC2)cc1OC
 : 1%, 4%, 6%
> C=CCc1c(C)nc(SCc2nc3ccccc3c(=O)[nH]2)[nH]c1=O
 : -3%, -22%, -5%
> CNc1nc(Cl)c(SC)c(N2CCOCC2)n1
 : 1%, ?, -11%
> NC(=S)Nc1ncc(CCN2CCOCC2)c(-c2ccc(F)cc2)n1
 : 0%, 0%, -8%
> CCC(C)N(C)Cc1cccc(C2(O)CCN(S(=O)(=O)c3ccc(F)c(C)c3)CC2)c1 (stereo not given)
 : -5%, 18µM*, 18µM*
> Cc1ccc(Cl)cc1NC(=S)N(CCCN1CCN(C)CC1)Cc1ccco1
 : 5%, 2%, 10%
> BrC(=C\c1ccccc1)/C=N/Nc1nc(N2CCOCC2)nc(N2CCOCC2)n1
 : 5%, 13µM*, 2.3µM*
> Cc1ccc(C(=O)Nc2nc(-c3ccc(F)cc3)cs2)o1
 : /, ?, ?
> Cc1cc2c(c(=O)o1)C(C13C=CC(CC1)C3)C(C#N)=C(N)O2 (stereo not given)
 : 1%, -4%, 5%
> COc1cc(C2CC(=O)Nc3c2c(=O)nc2c(C)cccn32)cc(OC)c1OC (stereo not given)
 : -2%&2%, 4%, 5%
> COc1cn(-c2ccccc2)nc1C(=O)Nc1ccccc1
 : 1%, -29%, 4%
> CCOC(=O)C(C)Sc1nc2ccccc2c(=O)n1CC1CCCCC1 (stereo not given)
 : -1%, ?, 13µM*
> COc1ccc(/C=N/n2c(C)nnc2C)c(OC)c1OC
 : 4%, 0%, 15%
> COc1ccc(NC(=O)c2cc(-c3ccc(C)o3)nc3ccccc23)cc1
 : /, ?, -28%
> Cn1ccnc1SCc1cccc([N+](=O)[O-])c1
 : 0%, -16%, -19%
> O=C(NCc1ccncc1)c1cccc(S(=O)(=O)NCc2ccccc2)c1
 : 2%, 0%, -4%
> CCOC(=O)c1[nH]c(C)c(C(=O)NCc2ccc(F)cc2)c1C
 : 6%, ?, ?
> CCC(C)(C)n1nnnc1C(c1ccc(OC)c(OC)c1)N1CCN(c2ccc(F)cc2)CC1 (stereo not given)
 : 5%, -14%, -2%
> O=C(c1ccc(Br)s1)N1CCN(S(=O)(=O)c2ccccc2)CC1
 : 2%[56.1 µM], ?, -28%
> CC(C)c1ccc(CN2CCC3(CCC(CNC(=O)c4ccn(C)n4)O3)CC2)cc1 (stereo not given)
 : /, ?, ?
> O=C(Nc1ccccn1)c1cccc(S(=O)(=O)N2CCc3ccccc3C2)c1
 : /, ?, -23%

Among those listed so far, these have a COOH group:
Results follow in this order: TDP1 block, TDP1 cell noCPT, DT40 TDP1 CPT
> O=C(O)C1(NS(=O)(=O)c2ccc(F)c(Cl)c2)CCCCC1
 : 1%, 0%, 6%
> COc1ccccc1C(=Cc1ccc([N+](=O)[O-])cc1)C(=O)O
 : /, 6%, 4%
> O=C(O)CN1CCN(Cc2ccccc2Cl)C1=O
 : -2%, 6%, -2%
